Screening results deposited in PubChem by several laboratories.
COUP-TFII inh: NR2F2 (human) inhibition, primary screen | inhibition, % at 8.6 µM | 370,000 compounds, 0.7% hits | HEK293T NGFI-A luciferase reporter, luminescence;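 active = inhibition above a per-plate cutoff, mean inhibition of test wells between control levels plus 3 SD, cut at about 38% in these data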;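 also: cells cotransfected with COUP-TFII expression vector driving the NGFI-A reporter; 0% = median of COUP-TF2 test wells and 100% = reporter-only cells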
KKLEB cytotox: CF airway cell cytotoxicity counter-screen | activity change (cytotoxicity), % at 5 µM | 360,000 compounds, 0.36% hits | KKLEB CF airway cells viability, ATPlite luminescence, overnight; active compounds read low; cells stimulated with P. aeruginosa culture filtrate;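 active = corrected activity change at or below -50% at 5 µM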
CF NFkB block: inhibitors of cystic fibrosis induced NF-kB; KKLEB NF-kB-GFP reporter, PAF-induced, GFP fluorescence overnight; inhibition, % at 5 µM; 360,000 compounds, 0.86% hits;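 active = at least 50% inhibition at 5 µM, scaled per plate between neutral and stimulator controls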;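 also: PAF is a Pseudomonas aeruginosa culture filtrate used as stimulus; plate controls were PAF-stimulated DMSO wells for no effect and unstimulated DMSO wells for full effect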
EBV LMP1 NFkB: reduces LMP1-driven NF-kappaB luciferase signal; LMP1-induced NF-kappaB luciferase reporter cells, luminescence; inhibition, % at 12.5 µM; 350,000 compounds, 0.69% hits; in the data active = inhibition above about 41%;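 also: 0% = neutral control wells and 100% = reference inhibitor control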
NCOA1 inh: inhibits human SRC1 coactivator; Q15788; HEK293 GAL4-SRC1 luciferase reporter, luminescence; inhibition, % at 3.6 µM; 360,000 compounds, 0.12% hits;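 active = inhibition above the campaign mean plus 3 SD, with each screening campaign given its own cutoff, cut at about 60% in these data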;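 also: 0% = DMSO treated cells and 100% = gossypol at 36 µM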
Target sequence (Q15788 whole entry, looked up, the tested form may be a part): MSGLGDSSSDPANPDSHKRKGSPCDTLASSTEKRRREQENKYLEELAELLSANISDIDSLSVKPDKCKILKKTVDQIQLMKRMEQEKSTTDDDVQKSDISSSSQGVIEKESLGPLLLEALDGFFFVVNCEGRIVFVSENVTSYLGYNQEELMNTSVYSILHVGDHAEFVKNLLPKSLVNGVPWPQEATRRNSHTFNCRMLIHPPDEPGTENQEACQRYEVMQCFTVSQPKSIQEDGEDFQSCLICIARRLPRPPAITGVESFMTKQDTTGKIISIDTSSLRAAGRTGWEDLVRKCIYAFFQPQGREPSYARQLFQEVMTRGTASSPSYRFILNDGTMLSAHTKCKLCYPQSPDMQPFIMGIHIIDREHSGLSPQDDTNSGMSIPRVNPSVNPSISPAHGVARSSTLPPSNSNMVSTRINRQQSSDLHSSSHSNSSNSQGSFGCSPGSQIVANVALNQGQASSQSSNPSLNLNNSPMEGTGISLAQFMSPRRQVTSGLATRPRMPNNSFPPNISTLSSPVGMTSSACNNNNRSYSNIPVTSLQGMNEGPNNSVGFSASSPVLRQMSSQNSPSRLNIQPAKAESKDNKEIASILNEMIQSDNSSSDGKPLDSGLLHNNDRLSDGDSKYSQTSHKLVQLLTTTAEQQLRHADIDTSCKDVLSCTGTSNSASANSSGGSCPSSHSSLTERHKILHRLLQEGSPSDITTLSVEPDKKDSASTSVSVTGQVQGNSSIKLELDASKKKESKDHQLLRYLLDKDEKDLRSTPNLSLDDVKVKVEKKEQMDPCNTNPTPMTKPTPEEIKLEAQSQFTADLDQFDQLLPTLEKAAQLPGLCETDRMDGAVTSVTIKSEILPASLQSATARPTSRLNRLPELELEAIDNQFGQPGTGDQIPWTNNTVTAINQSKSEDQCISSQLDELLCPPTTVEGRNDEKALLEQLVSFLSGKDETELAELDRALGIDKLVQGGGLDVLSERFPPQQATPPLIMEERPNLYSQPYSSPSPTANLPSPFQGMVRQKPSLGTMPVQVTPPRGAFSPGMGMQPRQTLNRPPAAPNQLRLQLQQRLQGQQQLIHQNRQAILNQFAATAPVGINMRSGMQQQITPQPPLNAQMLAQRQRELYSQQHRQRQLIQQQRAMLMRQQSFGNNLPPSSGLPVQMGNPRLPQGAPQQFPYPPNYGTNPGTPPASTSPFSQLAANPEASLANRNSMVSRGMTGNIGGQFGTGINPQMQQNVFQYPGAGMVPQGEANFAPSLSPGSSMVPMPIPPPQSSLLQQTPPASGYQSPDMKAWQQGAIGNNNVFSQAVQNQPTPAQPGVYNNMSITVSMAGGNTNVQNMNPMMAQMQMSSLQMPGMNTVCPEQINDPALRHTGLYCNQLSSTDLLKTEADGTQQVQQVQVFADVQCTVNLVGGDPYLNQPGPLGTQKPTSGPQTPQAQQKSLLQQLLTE
TWEAK-Fn14 inh: blocks TWEAK-Fn14 interaction in a reporter cell assay. TWEAK-stimulated Fn14 reporter cells, luciferase luminescence, 8 h. inhibition, % at 10 µM. 360,000 compounds, 2% hits. AID 1159606; in the data active = inhibition above about 50%
NCOA3 inh: human NCOA3 inhibition; Q9Y6Q9; inhibition, % at 3.6 µM; 360,000 compounds, 0.17% hits; HEK293 GAL4-SRC3 luciferase reporter, luminescence;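 active = inhibition above a per-campaign cutoff, the mean of all compounds plus 3 SD, cut at about 60% in these data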;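 also: 0% = DMSO-treated cells and 100% = gossypol-treated cells at 36 µM; higher means less SRC3-driven luciferase light from the GAL4 reporter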
Shn3 inh set2: inhibitors of Schnurri-3 3'UTR reporter in osteoblasts; Clone20 osteoblast Shn3 3'UTR firefly luciferase, 24 h; inhibition, % at 12.5 µM; 360,000 compounds, 0.52% hits; AID 588674;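 active = mean inhibition of at least 75% with every replicate also reaching 75%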;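 also: 0% = median of neutral control wells and 100% = pilot-screen positive control compound; some compounds past the cut are filed as inactive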
TROY signal inh: TROY signaling inhibition. Q293 LMP1-TROYcd NF-kB luciferase reporter, 4 h. inhibition, % at 10 µM. 360,000 compounds, 0.98% hits;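 active = compounds whose plate-normalised and pattern-corrected inhibition of the luciferase reporter signal at the single screening dose is 50% or more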
TRAIL sens C8: sensitizes caspase-8 expressing cells to TRAIL; NB7+C8 cells + TRAIL, ATPlite viability luminescence; inhibition (viability loss, TRAIL sensitization), % at 10 µM; 360,000 compounds, 1% hits;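 active = compounds causing at least 50% loss of cell viability in the single-dose screen, relative to plate controls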
NR5A2 inv ag: NR5A2 inverse agonism in reporter assay; O00482; HEK293T StAR-luciferase reporter, LRH-1 transfected, 24 h; inhibition, % at 3.6 µM; 360,000 compounds, 0.13% hits; AID 602396;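 active = inhibition above the mean inhibition of all tested compounds plus 3 SD, cut at about 73% in these data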;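 also: 0% = DMSO wells and 100% = reporter-only cells lacking LRH-1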
An asterisk follows results filed as active; nt = no result given. An excerpt (hit frequency here may not be typical).

SMILES	COUP-TFII inh	KKLEB cytotox	CF NFkB block	EBV LMP1 NFkB	NCOA1 inh	TWEAK-Fn14 inh	NCOA3 inh	Shn3 inh set2	TROY signal inh	TRAIL sens C8	NR5A2 inv ag
O=C1CC[C@@H](CN(Cc2ccccn2)Cc2nc(-c3ccc(C(F)(F)F)cc3)no2)N1	4	1	-12	-7	6	8	12	2	-2	-14	6
CNS(=O)(=O)c1cccc(C(=O)OCC(=O)c2cc(C)n(CC3CCCO3)c2C)c1 (stereo not drawn)	20	-31	21	25	-32	37	-20	-48	47	62*	-27
Cc1cc(C)c(C)c(S(=O)(=O)N2CCN(C(=O)C3CCC3)CC2)c1C	-6	-11	12	6	-10	0	6	16	16	13	-1
CNC(=S)N(CCc1c(C)[nH]c2ccc(F)cc12)Cc1ccco1	-16	1	-33	1	-35	-3	9	5	12	-1	8
Cc1ccc(C(=O)Nc2ccccc2Oc2ccccc2)o1	7	12	-6	-4	-19	-21	3	6	-7	-2	-2
O=C(Cc1ccc(NC(=O)C2CCN(C(=O)C3CCCCC3)CC2)cc1)Nc1cccc(C(=O)N2CCCCC2)c1	10	34	-6	2	5	-10	-11	13	-8	0	8
COCCNC(=S)N(CCc1c(C)[nH]c2ccc(F)cc12)Cc1ccco1	6	-8	5	-3	4	3	-5	-18	13	-9	-1
CCOC(=O)N1CCN(C(=O)COc2ccccc2[N+](=O)[O-])CC1	12	-4	4	2	-1	46	22	-5	-7	-6	-1
CCN(CC)c1ccc(/C=N/N2CCOCC2)cc1	-51	1	-36	-25	-89	18	-100	-73	-31	5	29
COc1ccccc1-c1nnc(Nc2nc3c(OC)cccc3s2)o1	-27	-27	22	5	-72	14	-25	76	-19	30	36
COc1ccc(-c2nnc(SCc3cccc(C#N)c3)o2)cc1	-15	8	-13	1	0	-20	5	-2	-24	9	7
O=C(Nc1nccs1)C(NS(=O)(=O)c1ccc(Br)s1)c1ccccc1 (stereo not drawn)	7	-1	2	-1	6	0	9	9	20	-6	-9
COC(=O)c1ccc(-n2c(C)cc(C(=O)CSc3cccc[n+]3[O-])c2C)cc1	4	18	-6	10	-5	14	18	-8	-6	-3	-7
CC(C)Cn1c([N+](=O)[O-])nc2c1c(=O)[nH]c(=O)n2C	5	2	49	-3	-6	48	23	nt	12	20	-38
COc1ccccc1CNS(=O)(=O)CCNC(=O)c1ccccc1	-16	0	22	3	0	-12	10	-11	-4	7	-13
COc1ccc(C(CCc2cc(OC)c(OC)c(OC)c2)NC(C)=O)cc1 (stereo not drawn)	-3	-14	7	0	-4	0	5	-15	3	-13	-21
C=C(C)CN(CC)C(=O)CN1C(=O)NC2(CCc3ccccc32)C1=O (stereo not drawn)	-22	-14	28	0	-1	17	-2	8	4	3	12
O=C(CSc1nnc2ccccn12)Nc1ccc2c(c1)OCCO2	-34	-9	8	-19	-152	3	-43	-74	-43	4	-82
C[C@H](CO)N1C[C@H](C)[C@@H](CN(C)S(=O)(=O)c2cccc(F)c2)Oc2ncc(Br)cc2C1=O	6	-18	7	-10	0	-6	2	-1	-15	-9	20
CN(C)CCCNC(=O)c1ccc(-c2cc3nc(NCc4cccnc4)n(C)c(=O)c3s2)cc1	7	1	-32	nt	4	-8	-4	-19	5	7	16
COCCNC(=O)c1ccc(NS(=O)(=O)c2cc(C)ccc2C)cc1	16	8	-22	3	-20	1	8	7	14	-13	12
CC(C)(C)NC(=O)CN(Cc1ccc2c(c1)OCO2)C(=O)CNS(=O)(=O)c1ccccc1	3	14	-20	-12	0	24	1	0	21	-10	-1
Cc1ccc(CNC(=O)/C=C/c2ccc(Br)o2)cc1	14	-3	-14	8	-4	4	4	25	-1	5	9
C#CC(C)(CC)NC(=O)Cn1nnc(-c2cccc(C(F)(F)F)c2)n1 (stereo not drawn)	8	2	3	1	10	0	4	20	15	-7	0
CCC1CCCCN1CCCNC(=O)CNC(=O)c1nn(-c2ccc(OC)cc2)c(=O)c2ccccc12 (stereo not drawn)	-5	-4	-13	2	4	18	7	-9	-17	0	-14
Cc1cccc(/C=C\c2nc3ccccc3c(=O)[nH]2)c1	-44	-25	20	-20	-99	29	-75	-2	-19	58*	-109
Cc1ccc2c(c1)C(=O)N1[C@H]3c4cc(Cl)ccc4OC[C@@H]3[C@H](c3ccccc3)[C@]1(C)C(=O)N2	17	-10	31	8	15	11	8	26	8	10	-1
COc1ccccc1N(C(=O)c1snc(C(N)=O)c1N)C(C(=O)NC1CCCC1)c1ccc(N(C)C)cc1 (stereo not drawn)	-9	-9	4	-1	-17	-6	-32	5	1	-2	15
CN(C)CCN(C(=O)/C=C/c1cccs1)c1nc2ccc(F)cc2s1	-8	-17	3	-18	-5	21	9	11	-9	11	4
CCCCN(C=O)c1c(CC)nc2c(OCC(=O)c3ccc(F)cc3)cccn12	-5	-4	17	nt	-6	-16	-27	-9	-31	-4	-30
Cc1ccc(NC(=O)NCCN2CCN(c3ccccc3)CC2)cc1Cl	15	-6	2	1	4	-10	4	2	-15	5	8
Cc1cccnc1NC(=O)C(c1ccccc1)c1ccccc1	-7	3	1	-10	-15	-13	4	7	4	-3	0
COc1ccccc1N1CCN(C(=O)c2ccc(CN3CCOCC3)cc2)CC1	13	-9	2	0	-1	-5	12	7	-10	-6	-3
Cc1cc(C)cc(NC(=O)CN(C)S(=O)(=O)c2cnc[nH]2)c1	-3	2	3	-5	9	-3	0	7	2	-13	0
COc1ccc(-c2noc(CCC(=O)N3CCN(c4cc(C)ccc4C)CC3)n2)cc1	-7	7	2	3	6	9	3	9	15	-8	-2
COc1ccc(CCNC(=O)CN2C(=O)C(=O)N(C3CCCC3)C2=O)cc1OC	0	10	-2	4	1	4	-49	8	-2	-8	-2
CCOC(=O)N1CCN(C(=O)Cc2cccs2)CC1	-3	-1	1	1	5	-2	12	-7	0	2	25
CCOC(=O)COc1ccc2c(=O)cc(-c3ccccc3)oc2c1	-8	7	-8	nt	3	-14	-11	-4	-10	-3	3
CCOc1cc(/C=N/N=C(\N)c2nonc2N)cc(Br)c1OCc1cccc2ccccc12	-25	-4	7	-73	-22	-105	-34	5	-34	48	-59
Brc1ccc(OCc2nnc3n2CCC3)cc1	-5	-2	12	-2	-2	-6	-1	-19	-4	-3	-5

Molecules listed so far containing bromine, in the order listed:
SMILES	COUP-TFII inh	KKLEB cytotox	CF NFkB block	EBV LMP1 NFkB	NCOA1 inh	TWEAK-Fn14 inh	NCOA3 inh	Shn3 inh set2	TROY signal inh	TRAIL sens C8	NR5A2 inv ag
O=C(Nc1nccs1)C(NS(=O)(=O)c1ccc(Br)s1)c1ccccc1 (stereo not drawn)	7	-1	2	-1	6	0	9	9	20	-6	-9
C[C@H](CO)N1C[C@H](C)[C@@H](CN(C)S(=O)(=O)c2cccc(F)c2)Oc2ncc(Br)cc2C1=O	6	-18	7	-10	0	-6	2	-1	-15	-9	20
Cc1ccc(CNC(=O)/C=C/c2ccc(Br)o2)cc1	14	-3	-14	8	-4	4	4	25	-1	5	9
CCOc1cc(/C=N/N=C(\N)c2nonc2N)cc(Br)c1OCc1cccc2ccccc12	-25	-4	7	-73	-22	-105	-34	5	-34	48	-59
Brc1ccc(OCc2nnc3n2CCC3)cc1	-5	-2	12	-2	-2	-6	-1	-19	-4	-3	-5

(next part)
SMILES	COUP-TFII inh	KKLEB cytotox	CF NFkB block	EBV LMP1 NFkB	NCOA1 inh	TWEAK-Fn14 inh	NCOA3 inh	Shn3 inh set2	TROY signal inh	TRAIL sens C8	NR5A2 inv ag
COC(=O)c1ccc(/C=N/Nc2nc(-c3ccccc3)cs2)cc1	-10	10	-15	-13	-33	-32	-21	-23	-25	-10	5
CN(c1cccc(F)c1)c1cc2c(c3c1ccn3C)C1CCC2C1 (stereo not drawn)	2	-1	27	nt	-1	-19	16	8	14	-3	13
O=C(Nc1ccnn1C1CCN(CC2CC=CCC2)CC1)c1ccccc1Cl (stereo not drawn)	0	1	-7	-10	4	-13	4	11	-12	2	-5
CC1(c2ccccc2)NC(=O)N(CC(=O)N2CCN(S(=O)(=O)c3ccccc3[N+](=O)[O-])CC2)C1=O (stereo not drawn)	17	-9	-13	8	-1	-11	7	-2	0	3	-2
COc1ccc(CNC(=O)COC(=O)C(CCSC)NC(=O)c2ccco2)cc1OC (stereo not drawn)	1	5	24	-2	0	1	-13	-10	-2	2	-13
C=CCn1c(Cc2ccc(OC)cc2)nnc1SCc1nc2ccccc2c(=O)[nH]1	22	17	7	-15	-2	8	15	4	10	18	-11
Cc1ccc(OC(=O)c2cccc(S(=O)(=O)N(C)C)c2)c(-n2nc3ccccc3n2)c1	-87	-1	0	-24	-109	-8	-90	-77	-17	7	-99
C[C@H]1CN([C@@H](C)CO)C(=O)CCCn2cc(nn2)CO[C@@H]1CN(C)C(=O)Nc1ccc2c(c1)OCO2	-4	-8	12	10	3	17	-9	-10	-8	-4	-1
C#CCN(C(=O)C1CCC(=O)N(CCc2cccc(F)c2)C1)C1CCCCC1 (stereo not drawn)	-9	15	-21	-32	-14	-39	-55	-36	-65	7	-77
O=C(CCS(=O)(=O)Cc1ccccc1)N1CCc2ccccc2C1	-10	3	-3	-6	-6	-2	-7	9	8	3	6
CCCCn1c(SCC(=O)Nc2nc(C)cs2)nnc1-c1cccnc1	6	-8	8	-3	-10	17	-1	-12	-6	-10	-9
OCCN1CCN(CC/C=C2/c3ccccc3Sc3ccc(Cl)cc32)CC1	7	-3	18	80*	14	-25	5	-13	-13	20	-5
CCCCCN(C(=O)CCC(=O)OCc1cccc(Cl)c1)c1c(N)n(CCCC)c(=O)[nH]c1=O	3	8	20	-4	2	-8	-21	13	7	-7	7

A different layout for part of the listing above.
Compound | COUP-TFII inh | KKLEB cytotox | CF NFkB block | EBV LMP1 NFkB | NCOA1 inh | TWEAK-Fn14 inh | NCOA3 inh | Shn3 inh set2 | TROY signal inh | TRAIL sens C8 | NR5A2 inv ag
COC(=O)c1ccc(/C=N/Nc2nc(-c3ccccc3)cs2)cc1 | -10 | 10 | -15 | -13 | -33 | -32 | -21 | -23 | -25 | -10 | 5
O=C(CCS(=O)(=O)Cc1ccccc1)N1CCc2ccccc2C1 | -10 | 3 | -3 | -6 | -6 | -2 | -7 | 9 | 8 | 3 | 6

Entries listed above that bear a hit mark in EBV LMP1 NFkB.
| Molecule | COUP-TFII inh | CF NFkB block | EBV LMP1 NFkB | NCOA1 inh | TWEAK-Fn14 inh | NCOA3 inh | Shn3 inh set2 | NR5A2 inv ag |
| --- | --- | --- | --- | --- | --- | --- | --- | --- |
| OCCN1CCN(CC/C=C2/c3ccccc3Sc3ccc(Cl)cc32)CC1 | 7 | 18 | 80* | 14 | -25 | 5 | -13 | -5 |
